# CHT PAM: human CHT allosteric activation; Q9GZV3; CHT-expressing cells, membrane potential dye, choline EC20; active compounds read high; LV-AA mutant CHT in HEK293 cells; B-score at 10 µM; 310,000 compounds, 0.49% hits; AID 488977;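 active = initial fluorescence not abnormally high and integrated response B-score, plate-corrected, over 3 SD above library mean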
# Target sequence (Q9GZV3 whole entry, looked up): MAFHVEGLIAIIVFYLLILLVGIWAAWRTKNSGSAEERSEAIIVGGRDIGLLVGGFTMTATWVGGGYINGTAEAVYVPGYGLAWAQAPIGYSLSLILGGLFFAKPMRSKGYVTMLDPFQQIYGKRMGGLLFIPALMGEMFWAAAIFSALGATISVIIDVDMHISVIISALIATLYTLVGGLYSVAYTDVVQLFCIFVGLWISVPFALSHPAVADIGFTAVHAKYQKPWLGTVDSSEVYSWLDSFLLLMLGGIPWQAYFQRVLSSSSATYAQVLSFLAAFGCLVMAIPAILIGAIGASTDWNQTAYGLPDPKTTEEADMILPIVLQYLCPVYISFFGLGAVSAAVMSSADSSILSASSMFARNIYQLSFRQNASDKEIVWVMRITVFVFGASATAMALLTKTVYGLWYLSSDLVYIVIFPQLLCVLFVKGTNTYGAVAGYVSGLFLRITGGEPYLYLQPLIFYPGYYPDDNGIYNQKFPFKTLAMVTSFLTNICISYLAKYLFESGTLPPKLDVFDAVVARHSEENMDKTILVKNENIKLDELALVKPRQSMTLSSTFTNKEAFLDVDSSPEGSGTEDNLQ
# CHT inh: inhibits the human high affinity choline transporter. Q9GZV3. AID 488975. CHT-expressing cells, membrane potential dye, choline response; active compounds read low. B-score at 10 µM. 310,000 compounds, 0.86% hits;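 active = B-score over 3 SD under the library average, and starting fluorescence ratio not unusually high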;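 note: choline stimulus applied at its EC90 after an EC20 pre-addition; B-score computed on integrated fluorescence ratio after choline addition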
# * hit, by the source's call; i = inactive.
# Screens in order – CHT PAM, CHT inh
1: CCc1ccccc1NC(=O)CN(C)C(=O)Cn1cc(C(F)(F)F)cc(Cl)c1=O
  i, i
2: O=c1c(S(=O)(=O)c2ccc(Cl)cc2)cn(Cc2ccccc2F)c2ccc(F)cc12
  i, i
3: CCCCn1c(SCC(=O)NC(C)CC)nc2ccc(N3CCOCC3)cc2c1=O (stereo not given)
  i, i
4: O=C(CN1CCN(Cc2ccccc2)CC1)N=Nc1c(O)[nH]c2ccccc12
  i, i
5: Cc1nn(CC#N)c(=O)n1-c1ccc(F)cc1
  i, i
6: COCCn1c(N)c(Sc2ccccc2)c(=O)[nH]c1=O
  i, i
7: CC(=O)N1c2ccc(S(=O)(=O)NCC3CCC(C(=O)Nc4cccc(C)n4)CC3)cc2CC1C (stereo not given)
  i, i
8: Cc1c(C(=O)OCC(C)(C)CN(C)C)oc2ccccc12
  i, i
9: CC1(C)CSC(=S)N1S(=O)(=O)c1ccccc1
  i, i
10: COc1cccc(CNC(=O)Cc2c(C(=O)O)[nH]c3ccccc23)c1
  i, i
11: COc1ccc(/C=C/C(=O)c2cc(Br)ccc2O)cc1OC
  i, i
12: O=S(=O)(O)c1cnccc1Nc1cccc(C(F)(F)F)c1
  i, i
13: CN(CCC#N)C(=O)COC(=O)c1cccnc1Nc1ccccc1F
  i, i
14: Cc1ccc(/C=N/N2CCN(Cc3ccccc3)CC2)s1
  i, i
15: Cc1nn(-c2ccccc2)c(-n2cccc2)c1C(=O)O
  i, i
16: COc1nc(Nc2ccccc2F)nc(OC)n1
  i, i
17: O=C(COc1ccccc1C(=O)c1cnn(-c2ccccc2)c1)Nc1ccc2ccccc2c1
  i, i
18: CCOC(=O)C1=C(O)/C(=C/c2cc(OC)c(OC)c(OC)c2)SC1=Nc1ccc(OC)cc1
  i, i
19: CN(CC(=O)Nc1cccc(F)c1)C(=O)CSc1ccccc1F
  i, i
20: CC(C)(C)C(=O)NC(NC(=O)C(C)(C)C)c1ccc([N+](=O)[O-])cc1
  i, i
21: Cc1ccc(-c2noc(CN(C(=O)CCCCCN3C(=O)c4ccccc4C3=O)C(C)C)n2)cc1
  i, i
22: COc1ccc(CN(C)CC(=O)Nc2cccc(S(N)(=O)=O)c2)c(OC)c1OC
  i, i
23: O=C(O)CCn1c(SCc2cc(=O)n3ccccc3n2)nc2ccsc2c1=O
  i, i
24: Cc1ccc(-c2nc(=O)[nH]c3ccc(Br)cc23)cc1
  i, i
25: COC(=O)CSc1ncc(OC)c(OC)n1
  i, i
26: Cc1oc2cc(OCc3cnn(-c4ccccc4)c3)ccc2c(=O)c1Oc1ccccc1F
  i, i
27: CC(C)(C)N1C(=O)c2ccc(C(=O)Nc3ccc(-c4nc5ccccc5[nH]4)cc3)cc2C1=O
  i, i
28: CN(C)C(=O)c1nc2ccc(Cl)cn2c1CNCc1ccccc1OC(F)(F)F
  i, i
29: NC(=O)NC(=O)Nc1ccccc1Cl
  i, i
30: C/C(=N\N=C1\NC(=O)C(CC(=O)Nc2ccc(C)c(Cl)c2)S1)C(C)(C)C (stereo not given)
  i, i
31: N#Cc1c(N)nc2c(c1-c1ccccc1)CCC2
  i, i
32: O=C(Nc1ccc(F)cc1)Nc1nnc(COc2ccccc2F)s1
  i, i
33: CCOc1ccc(NC(=O)Nc2ccc3nccnc3c2)cc1
  i, i
34: OCCOCCNc1ncnc2sc(-c3ccccc3)cc12
  i, i
35: Cc1cc(C)c(C(=O)COC(=O)[C@H](C)Nc2ccc(C(F)(F)F)cc2[N+](=O)[O-])c(C)c1
  i, i
36: COc1ccc(NC(=O)COC(=O)[C@@H]2CCCN2C(=O)c2cccs2)c(OC)c1
  i, i
37: CC1=Nc2cc(C(=O)NCC3CCCO3)ccc2Sc2ccc(Br)cc21 (stereo not given)
  i, i
38: CC(c1nnc(SCC(=O)Nc2sccc2C#N)n1-c1ccc(Cl)cc1)N(C)C (stereo not given)
  i, i
39: Cc1ccc(NC(=O)Cn2c(C)cc(C)c(C#N)c2=O)c(Cl)c1
  i, i
40: COc1ccc(NC(=O)CSc2ccc3nnc(-c4cccnc4)n3n2)cc1
  i, i
41: COC(=O)c1cc(OC)c(OC)cc1NC(=S)N1CCCC1
  i, i
42: CC1CCN(c2ncnc3c2cnn3-c2ccccc2)CC1
  i, i
43: COc1ccc(-n2ncc3c2CC(C)(C)CC3NC(=O)CCc2c(C)nn(C)c2C)cc1 (stereo not given)
  i, i
44: O=C(NNS(=O)(=O)c1ccccc1)c1cnn(-c2ccccc2)c1-n1cccc1
  i, i
45: C=CCN1C(=O)C(O)(CC(=O)c2ccccc2)c2ccccc21 (stereo not given)
  i, i
46: O=C(CCC(=O)Nc1ccc(F)cc1)N/N=C/c1cccnc1
  i, i
47: CC(=O)c1cc(C)ccc1OC(=O)c1ccncc1
  i, i
48: CCCCCc1ccc(OCCCC[n+]2ccccc2)c(CCCCC)c1
  i, i
49: CCOc1cc2[nH]c(=S)n(CCCC(=O)NCc3ccco3)c(=O)c2cc1OCC
  i, i
50: COC(=O)C1=C(C)N(CC(C)C)C(=O)/C1=C\c1cccs1
  i, i

# Entries above that have a CF3 group, in the order listed:
# Screens in order – CHT PAM, CHT inh
1: CCc1ccccc1NC(=O)CN(C)C(=O)Cn1cc(C(F)(F)F)cc(Cl)c1=O
  i, i
12: O=S(=O)(O)c1cnccc1Nc1cccc(C(F)(F)F)c1
  i, i
28: CN(C)C(=O)c1nc2ccc(Cl)cn2c1CNCc1ccccc1OC(F)(F)F
  i, i
35: Cc1cc(C)c(C(=O)COC(=O)[C@H](C)Nc2ccc(C(F)(F)F)cc2[N+](=O)[O-])c(C)c1
  i, i

# The listing continues.
# Screens in order – CHT PAM, CHT inh
51: COc1cccc(-n2c(Cc3cc(=O)[nH]c(=O)[nH]3)nnc2SCc2cccnc2)c1
  i, i
52: O=C(CCn1c(=S)oc2ccccc21)NC1CCCCCC1
  i, i
53: Cc1sc2ncnc(SCC(=O)NC(=O)c3cccn3C)c2c1C
  i, i
54: CN1C(=O)C2C(c3ccc(N(C)C)cc3)NN(Cc3ccccc3)C2C1=O (stereo not given)
  i, i
55: COc1ccccc1-c1cc(C(=O)O)c2c(=O)n(C)c(=O)n(Cc3ccccc3)c2n1
  i, i
56: CCCCN(CCCC)CCNC(=O)CN1C(=O)COc2ccc(S(=O)(=O)N3CCOCC3)cc21
  i, i
57: CC(O)Cn1nc([N+](=O)[O-])nc1N (stereo not given)
  i, i
58: COc1ccc(NC(=O)CCCn2nc(C)c3c(C)n(-c4ccccc4)nc3c2=O)cc1OC
  i, i
59: O=C(NC1CCCc2ccccc21)C1CCN(S(=O)(=O)c2cnc[nH]2)CC1 (stereo not given)
  i, i
60: Cc1sc2ncnc(NCCCn3ccnc3)c2c1C
  i, i
61: CCCCC(=O)NCCc1cc2ccc(OC)cc2[nH]c1=O
  i, i
62: CCOc1ccc(-c2c(=O)n(O)c3ccccc3[n+]2[O-])cc1
  i, i
63: Cc1cccc(NC(=S)NNC(=O)c2ccc(Br)o2)c1
  i, i
64: Cc1ccc(NC(=O)CN2CCc3cc4c(cc3C2)OCCCO4)cc1
  i, i
65: COc1ccc(S(=O)(=O)N(C)CC(=O)Nc2ccc(C(N)=O)cc2)cc1OC
  i, i
66: CCC(C)NC(=O)CSc1ccc(NC(C)=O)cc1 (stereo not given)
  i, i
67: Cc1noc(C(=O)NCc2ccccc2)c1Cl
  i, i
68: Cc1c2cnn(CC(=O)NCCN3CCOCC3)c(=O)c2c(C)n1Cc1ccc(F)cc1
  i, i
69: O=C(O)c1ccc(C2CCCCC2)cn1
  i, i
70: CCn1c(=O)c(=O)[nH]c2cc(C(=O)N(C)Cc3ccc(OC)c(F)c3)ccc21
  i, i
71: CCCCNC(=O)CN1C(=O)NC(CCc2ccccc2)C1=O (stereo not given)
  i, i
72: C=CCn1c(SCC(=O)NCCCC)nc2scc(-c3ccco3)c2c1=O
  i, i
73: Cc1ccccc1NS(=O)(=O)c1ccc(OCCNS(C)(=O)=O)cc1
  i, i
74: CC(C)c1ccc(NCCC(=O)c2ccc(Br)cc2)cc1
  i, i
75: CCN(CC)CCCN1C(=O)C(=O)/C(=C(/O)c2ccc(OC)cc2)C1c1ccco1 (stereo not given)
  i, i
76: O=C(Nc1ncc(S(=O)(=O)c2ccc([N+](=O)[O-])cc2)s1)c1cccnc1
  i, i
77: Cc1ccc(S(=O)(=O)NNC(=O)C2CC=CCC2C(=O)O)cc1 (stereo not given)
  i, i
78: O=C(Cc1ccccc1)NNC(=O)Nc1ccccc1
  i, i
79: Cc1ccsc1/C=N/NC(=O)c1nnn(-c2nonc2N)c1-c1ccccc1
  i, i
80: CCC(=O)OCC(=O)Nc1cc(S(=O)(=O)N(C)C)ccc1Cl
  i, i
81: O=C(N/N=C/c1ccc(OC(=O)c2ccccc2Cl)cc1)c1ccc(O)cc1
  i, i
82: NC(=O)c1ccc(NCc2ccco2)c([N+](=O)[O-])c1
  i, i
83: C=CCOn1c(-n2nc(C)cc2C)nc2ccccc2c1=O
  i, i
84: O=C(NCc1cccs1)c1ccc(N2CCCCC2)nc1
  i, i
85: O=C(NCC(c1ccco1)N1CCCCC1)c1cccc(NS(=O)(=O)c2ccc(Br)cc2)c1 (stereo not given)
  i, -11*
86: Cc1cccc(N2CCN(C(=O)c3ccc4nc[nH]c4c3)CC2)c1C
  i, i
87: O=C(O)C1CCCCC1C(=O)NCc1ccccn1 (stereo not given)
  i, i
88: Cc1cc(C)nc(SCC(=O)c2ccc(O)c(O)c2)n1
  i, i
89: COc1cccc(CN2CCNC(=O)C2CC(=O)NCc2cc(C(C)C)no2)c1 (stereo not given)
  i, i
90: Cc1ccc(NC(=S)Nc2ccccn2)cc1C
  i, i
91: COC(=O)CN1C(=O)CSc2ncccc21
  i, i
92: O=C(O)CCc1ccc(-c2ccccc2)n1-c1ccc(C(=O)O)cc1
  i, i
93: CCOc1cc(-c2noc(CCC(=O)N3CCOCC3)n2)ccc1OC
  i, i
94: CC1(C)CC(=O)CC(=Nc2ccc(C(=O)O)cc2)C1
  i, i
95: COC(=O)Nc1ccc(S(=O)(=O)N2CCC(C)CC2)cc1
  i, i
96: COc1ccc(S(=O)(=O)Nc2cccc(N(C)S(C)(=O)=O)c2)cc1Br
  i, i
97: CCN(CC)CC(=O)Nc1scc2c1c(=O)oc1ccccc12
  i, i
98: COc1ccc(Nc2nc(C)c3ccccc3n2)cc1
  i, i
99: O=C(COC(=O)CCc1ccc(S(=O)(=O)N2CCOCC2)cc1)NCc1ccc(Cl)cc1
  i, i
100: Cc1cccc(N2CCN(Cc3c(C)n(C)n(-c4ccccc4)c3=O)CC2)c1C
  i, i

# More compounds
# Screens in order – CHT PAM, CHT inh
101: Cc1ccc(NC(=O)C[n+]2ccccc2)cc1[N+](=O)[O-]
  i, i
102: COc1cccc(NC(=O)N(CCCN2CCOCC2)C(C)c2cc3cccc(OC)c3o2)c1 (stereo not given)
  i, i
103: O=C(CCCNS(=O)(=O)c1cccc2nsnc12)NCc1ccc(Cl)cc1
  i, i
104: Clc1cnc2nc(SC/C=C/c3ccccc3)[nH]c2c1
  i, i
105: CCCNc1cc(C)oc(=O)c1C(=O)CCC
  i, i
106: Cc1ccc(C(=O)N2CCN(c3ccc(NC(=O)CSc4ccc(Cl)cc4)cc3)CC2)cc1
  i, i
107: O=C(NCCc1cccc(Cl)c1)c1cccc([N+](=O)[O-])c1
  i, i
108: COc1ccc(-n2nc(C(=O)NCC(=O)N3CCC(C)CC3)c3ccccc3c2=O)cc1
  i, i
109: COC(=O)c1cc(NC(=S)Nc2cc(Cl)cc(Cl)c2)cc(C(=O)OC)c1
  i, i
110: COc1cc(C(=O)Nc2ccc3nc4n(c(=O)c3c2)CCCC4)ccc1Br
  i, i
111: OC(COc1ccc(CNCCc2ccc(C(F)(F)F)cc2)cc1)CN1CCCCC1 (stereo not given)
  i, i
112: CCc1ccccc1N(CC(=O)NCc1ccc(OC)cc1)C(=O)CCC(=O)Nc1ccccn1
  i, i
113: COC(=O)Cc1ccc(NC(=S)NNC(=O)C2CC2)cc1
  i, i
114: COc1cccc2sc(=NC(=O)CCS(=O)(=O)c3ccc(C)cc3)n(C)c12
  i, i
115: CCOc1cc(/C=N/O)ccc1OS(=O)(=O)c1ccc(C)cc1
  i, i
116: COc1cccc(/C=C(\C(=O)O)c2ccccc2)c1
  i, i
117: Cc1cc(C)cc(Cn2ncc(Cl)c(Cl)c2=O)c1
  i, i
118: C=CCSc1nnc(Cn2c(=O)sc3ccccc32)n1C
  i, i
119: COc1ccc(NC(=S)NN2CCN(C)CC2)cc1
  i, i
120: CN(C)CCCN(C(=O)COc1ccccc1)c1nc2c(F)cccc2s1
  i, i
121: Cc1csc(NC(=O)CSc2[nH]c(=O)ncc2C)n1
  i, i
122: O=S(=O)(NCC1CCCN(Cc2ccccc2)C1)c1cccc2cccnc12 (stereo not given)
  i, i
123: Cc1ccc(N(C)S(=O)(=O)c2cc(-c3cnc(C4CC4)o3)ccc2C)cc1
  i, i
124: CCOc1ccc(-c2noc(CCC(=O)NC3CCCC3)n2)cc1OC
  i, i
125: COc1cc(C(=O)Nc2cc(C)cc(C)c2)c(-n2cnnn2)cc1OC
  i, i
126: O=C(COc1ccccc1)NC(=S)Nc1cccc([N+](=O)[O-])c1
  i, i
127: Nc1c(Cl)cc(-c2[nH]c3cc(C(=O)NCCO)ccc3c(=O)c2O)cc1Cl
  i, i
128: Nc1nonc1-n1nnc(C(=O)N/N=C/c2ccco2)c1-c1ccccc1
  i, i
129: O=C(O)c1cccnc1SCc1ccc([N+](=O)[O-])cc1
  i, i
130: COc1ccc(NC(=O)CCc2nnc3ccc(N4CCN(c5cccc(OC)c5)CC4)nn23)cc1
  i, i
131: O=C(Nc1ccc2c(c1)OCCO2)C1CCN(S(=O)(=O)c2ccc(Br)s2)CC1
  i, i
132: Cc1ccc(S(=O)(=O)N2CCC(=O)N(C(COCc3cccc(Cl)c3)C(C)C)CC2)cc1 (stereo not given)
  i, i
133: O=C(NC(Cc1ccccc1)C(=O)O)c1ccc(S(=O)(=O)N2CCCCC2)cc1 (stereo not given)
  i, i

# Entries by screen from the list.
# Nos. 20–26 in CHT inh: i, i, i, i, i, i, i
# Nos. 20–26 in CHT PAM: i, i, i, i, i, i, i

# Source: PubChem BioAssay (Johns Hopkins Ion Channel Center)
